# Screening results deposited in PubChem by Broad Institute.
# GASC1 inh – blocks human GASC-1 (KDM4C) demethylase activity | inhibition, % at 12.5 µM | 96,000 tested, 0.15% active | GST-KDM4C 2-372, H3K9me3 peptide, LANCE TR-FRET | AID 720574;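 active means mean replicate inhibition above about 25%, with at least 55% of replicates also reaching it, limit read from the data, passing the limit was not always enough; inconclusive means only one of those two conditions met; inactive means neither condition met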
# Target sequence (Q9H3R0 2-372 limits assumed): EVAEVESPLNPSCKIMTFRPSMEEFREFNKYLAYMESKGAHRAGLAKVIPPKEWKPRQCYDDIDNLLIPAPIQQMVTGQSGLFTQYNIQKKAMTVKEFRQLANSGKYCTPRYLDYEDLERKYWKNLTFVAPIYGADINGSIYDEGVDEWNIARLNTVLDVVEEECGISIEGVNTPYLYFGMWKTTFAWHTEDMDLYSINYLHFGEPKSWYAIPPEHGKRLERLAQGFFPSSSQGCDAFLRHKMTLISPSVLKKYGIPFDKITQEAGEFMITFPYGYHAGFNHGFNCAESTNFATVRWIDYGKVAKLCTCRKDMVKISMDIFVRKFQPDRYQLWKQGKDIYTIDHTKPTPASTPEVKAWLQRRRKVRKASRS
#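 Material: GST-tagged GASC-1 (JMJD2C) catalytic fragment, aa 2-372. Input: enzyme final amount 10 nM. Medium: HEPES buffer, pH 7.5, plus ascorbate. Reagent: H3K9me3 peptide substrate, Fe(II), 2-oxoglutarate. Doses: single dose. Times: reaction 30 min RT, detection step 1 h RT. Measured by: LANCE TR-FRET. Evaluation: Fall in 671/618 emission ratio as inhibition.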
# C diff growth – C. difficile growth inhibition | growth activity, negative = inhibition, % at 16 µg/mL (by protocol) | 86,000 tested, 0.25% active | AID 1259249 | Clostridium difficile clinical isolate growth, OD600, 24 h; active compounds read low;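 active means mean growth activity at or below -80% and every replicate also at or below -80%; inconclusive means mean at or below -80% but some replicate above -80%; inactive means mean growth activity above -80%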;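 further: 0% = DMSO wells and -100% = levofloxacin 16 µg/mL wells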
# T cruzi growth – T. cruzi proliferation inhibition. 77,000 tested, 5.9% active. inhibition, % at 8.34 µM. T. cruzi beta-gal in NIH3T3, GalScreen luminescence, 90 h;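 active means mean inhibition above about 93%, with at least 55% of replicates each passing it, limit read from the data, passing the limit was not always enough; inconclusive means only one of those two conditions holds; inactive means neither condition holds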
# Pf Dd2 growth – inhibitors of Plasmodium falciparum Dd2 growth; P. falciparum Dd2 growth, SYBR Green, 72 h; active compounds read low; activity change, % at 10 µM; 94,000 tested, 2.3% active; AID 1159554; in the data active means activity change below about -80%; inconclusive means no clear call, values can overlap the other calls
# Active calls of the source: *; ? = inconclusive; nt = not tested or not shown; & = joins results of further samples.
structure,GASC1 inh,C diff growth,T cruzi growth,Pf Dd2 growth
C[C@H]1CN([C@@H](C)CO)S(=O)(=O)c2ccc(Br)cc2O[C@H]1CN(C)Cc1ccccc1F,0.9,0,nt,-4
O=C(C[C@@H]1C[C@@H]2c3cc(NC(=O)Nc4ccccc4)ccc3O[C@@H]2[C@@H](CO)O1)NC1CCCC1,1.0,4,29,-68
COc1ccc(NC(=O)Nc2ccc3c(c2)C(=O)N([C@@H](C)CO)C[C@@H](C)[C@@H](CN(C)C(=O)Nc2ccccc2)OCCCC[C@H](C)O3)cc1,-0.5,5,43,-42
CCCNC(=O)C[C@H]1CC[C@@H]2[C@@H](COc3ccc(NC(=O)c4cccc(F)c4)cc3C(=O)N2C)O1,-1.0,8,49,-2
CN1C(=O)c2cc(NC(=O)c3cccc(F)c3)ccc2OC[C@H]2O[C@H](CC(=O)N3CCc4ccccc4C3)CC[C@H]21,-4.1,-2,39,-5
C[C@@H]1CN([C@@H](C)CO)C(=O)c2cc(-c3ccncc3)cnc2O[C@H]1CN(C)S(=O)(=O)c1ccc(F)cc1,-0.6,2,89,-40
O=C(C[C@@H]1CC[C@H](NC(=O)C2CCOCC2)[C@@H](CO)O1)NCC1CCCCC1,-0.5,0,9,-20
C[C@@H](NC(=O)[C@@H]1[C@@H](CO)[C@@H]2Cn3c(ccc(C4=CCCC4)c3=O)[C@H]1N2C(=O)C1CC1)c1ccccc1,0.5,-3,nt,39
Cc1noc(C)c1NC(=O)N(C)C[C@@H]1Oc2c(NC(=O)c3ccncc3)cccc2C(=O)N([C@H](C)CO)C[C@H]1C,0.9,nt,-124,21
C[C@@H]1CCCCO[C@@H](CN(C)C(=O)NC2CCCCC2)[C@@H](C)CN([C@@H](C)CO)C(=O)c2cc(NC(=O)CCC(F)(F)F)ccc2O1,1.4,15,43,-54
O=C(C[C@@H]1CC[C@H]2NC[C@@H](O)COC[C@@H]2O1)NC1Cc2ccccc2C1,0.8,-1&-11,9,nt
CN1C(=O)c2cc(NC(=O)c3cccs3)ccc2OC[C@@H]2O[C@H](CC(=O)NCC(F)(F)F)CC[C@@H]21,0.3,-5,13,5

# An excerpt from above in order of SMILES length, falling.
structure,GASC1 inh,C diff growth,T cruzi growth,Pf Dd2 growth
CN1C(=O)c2cc(NC(=O)c3cccc(F)c3)ccc2OC[C@H]2O[C@H](CC(=O)N3CCc4ccccc4C3)CC[C@H]21,-4.1,-2,39,-5
CCCNC(=O)C[C@H]1CC[C@@H]2[C@@H](COc3ccc(NC(=O)c4cccc(F)c4)cc3C(=O)N2C)O1,-1.0,8,49,-2
C[C@H]1CN([C@@H](C)CO)S(=O)(=O)c2ccc(Br)cc2O[C@H]1CN(C)Cc1ccccc1F,0.9,0,nt,-4
O=C(C[C@@H]1CC[C@H](NC(=O)C2CCOCC2)[C@@H](CO)O1)NCC1CCCCC1,-0.5,0,9,-20

# Other structures
structure,GASC1 inh,C diff growth,T cruzi growth,Pf Dd2 growth
CCCN1C[C@H](C)[C@H](OC)CN(C)C(=O)c2cc(NC(=O)Nc3c(C)noc3C)ccc2OC[C@H]1C,-0.9,nt,4,34
Cc1cc(C(=O)Nc2cccc3c2O[C@@H](CN(C)Cc2ccccc2)[C@@H](C)CN([C@@H](C)CO)C3=O)n(C)n1,-0.2,-1,19,35
O=C(c1ccc2c(c1)OCO2)N1C[C@@H]2[C@H](c3ccccc31)[C@@H](CO)N2CC1CCCC1,-2.6,4,17,-33
COc1ccc(S(=O)(=O)N[C@@H]2C=C[C@H](CC(=O)N3CCC(Cc4ccccc4)CC3)O[C@@H]2CO)cc1,-0.2,-2,?,-13
Cc1ccc(S(=O)(=O)N(C)C[C@@H]2OCCCC[C@H](C)Oc3ccc(NC(=O)Cc4ccccc4)cc3C(=O)N([C@H](C)CO)C[C@@H]2C)cc1,-0.5,nt,112*,-76
C[C@H]1CN([C@@H](C)CO)C(=O)Cc2cc(NC(=O)C3CCCCC3)ccc2O[C@@H]1CN(C)S(=O)(=O)c1ccc(Cl)cc1,1.3,-3,50,-69
C[C@H](CO)N1C[C@H](C)[C@@H](CN(C)Cc2ccc(Oc3ccccc3)cc2)Oc2cc(-c3ccncc3)ccc2S1(=O)=O,16,7,73,-72
CCCNC(=O)N1CC2(CCN(Cc3ccncc3)CC2)c2c(n(C)c3cc(OC)ccc23)[C@H]1CO,1.4,-5,nt,-5
C[C@H]1CN([C@@H](C)CO)C(=O)c2cccc(NC(=O)Nc3cccc4ccccc34)c2O[C@@H]1CN(C)C(=O)Nc1ccc2c(c1)OCO2,-0.5,2,60,-26
C[C@@H]1CN([C@@H](C)CO)C(=O)Cc2cc(NC(=O)Cc3ccccc3)ccc2O[C@H]1CN(C)S(=O)(=O)c1ccccc1,0.9,-1,-8,-64
C[C@@H]1CN([C@@H](C)CO)C(=O)c2cc(N(C)C)ccc2O[C@@H](C)CCCCO[C@H]1CN(C)Cc1ccncc1,1.8,-1,93,nt
O=C(CN1CCOCC1)N[C@@H]1CC[C@H](CCn2cc(C3CCCC3)nn2)O[C@H]1CO,0.3,10,nt,22
C[C@H]1CN([C@@H](C)CO)C(=O)Cc2cc(NC(=O)Cc3cn(C)c4ccccc34)ccc2O[C@H]1CN(C)Cc1ccc(-c2ccccc2)cc1,3.3,3,92,?
CO[C@@H]1CN(C)C(=O)c2ccc(NC(=O)Nc3cccc(F)c3)cc2OC[C@@H](C)N(C(=O)C2CC2)C[C@@H]1C,-1.9,nt,-43,nt
COc1ccc(S(=O)(=O)Nc2ccc3c(c2)C(=O)N([C@H](C)CO)C[C@H](C)[C@@H](CN(C)C(=O)Cc2ccccc2)OCCCC[C@H](C)O3)cc1,0.0,4,88,23
C[C@H](CO)N1C[C@H](C)[C@@H](CN(C)C(=O)Nc2ccc(C(F)(F)F)cc2)OCCCC[C@H](C)Oc2ccc(NC(=O)Nc3ccc4c(c3)OCO4)cc2C1=O,-3.8,4,119*,-38
COc1ccc(C#Cc2cnc3c(c2)C(=O)N([C@H](C)CO)C[C@@H](C)[C@H](CN(C)C(=O)Nc2cccc(OC)c2)O3)cc1,-4.6,-10,84,-28
O=S(=O)(Cc1ccccc1)N1CCCCN2[C@@H](CO)[C@H](c3ccc(C#Cc4ccccc4)cc3)[C@@H]2C1,-2.6,6,117*,-80
CCS(=O)(=O)N1Cc2cc(C(=O)O)nc(-c3cccc(-c4ccc(C#N)cc4)c3)c2[C@@H]1CCO,nt,-2,nt,-8
CC(C)CC#Cc1cnc2c(c1)C(=O)N([C@H](C)CO)C[C@H](C)[C@@H](CN(C)Cc1ccccc1F)O2,0.8,-5,103*,-29
C[C@@H]1CN([C@@H](C)CO)C(=O)c2cc(NC(=O)Nc3ccc(F)cc3)ccc2O[C@@H](C)CCCCO[C@@H]1CN(C)CC1CCCCC1,-0.1,1,117*,?
C[C@H](CO)N1C[C@H](C)[C@@H](CN(C)Cc2ccc(C(F)(F)F)cc2)Oc2ccc(NC(=O)CCCN(C)C)cc2CC1=O,0.5,5,23,-41
COc1ccc2c3c([nH]c2c1)[C@H](CO)N(Cc1cccc(Cl)c1)CC31CCN(C)CC1,1.0,-4,nt,12
C[C@@H]1CN([C@H](C)CO)S(=O)(=O)c2ccc(-c3ccncc3)cc2O[C@@H]1CN(C)Cc1ccc(Oc2ccccc2)cc1,-1.6,-1,116*,-87*
CC(=O)NC[C@H]1[C@@H](c2ccc(-c3ccccc3F)cc2)[C@@H](CO)N1C(C)=O,1.0,-3,-15,-2
C[C@@H]1CN([C@@H](C)CO)C(=O)c2ccccc2-c2ccccc2CO[C@H]1CN(C)C(=O)Cc1ccccc1,-0.2,-8,90,1
Cc1ccc(S(=O)(=O)Nc2ccc3c(c2)C(=O)N([C@@H](C)CO)C[C@@H](C)[C@H](CN(C)S(=O)(=O)c2ccc(F)cc2)O3)cc1,0.4,-2,47,-20
Cc1noc(C)c1S(=O)(=O)Nc1ccc2c(c1)CC(=O)N([C@H](C)CO)C[C@H](C)[C@@H](CN(C)C(=O)Nc1ccc(F)cc1)O2,-0.7,8,7,-18
COc1ccccc1S(=O)(=O)N[C@H]1C=C[C@H](CC(=O)N2CCCCC2)O[C@H]1CO,0.1,nt,-11,-7
CCc1csc(N2[C@H](CO)[C@H](c3ccccc3)[C@@H]2CN(C)C(=O)C2CCC2)n1,-1.0,-2,nt,-26
COc1ccccc1-c1ccc2c(c1)O[C@H](CN(C)S(=O)(=O)c1ccc(F)cc1)[C@@H](C)CN([C@H](C)CO)S2(=O)=O,0.6,6,92,-56
C[C@@H]1CCCCO[C@H](CN(C)C(=O)Cc2ccccc2)[C@@H](C)CN([C@H](C)CO)C(=O)c2cc(NC(=O)NC3CCCCC3)ccc2O1,0.5,-8,32,5
C[C@H](CO)N1C[C@H](C)[C@@H](CN(C)Cc2ccc(C(=O)Nc3ccccc3N)cc2)Oc2ccc(NS(C)(=O)=O)cc2CC1=O,-0.8,-2,62,-18
Cn1cnc(S(=O)(=O)N2CCCCN3[C@@H](CO)[C@H](c4ccc(-c5ccccc5)cc4)[C@@H]3C2)c1,0.2,-4,100*,42
C[C@H]1CCCCO[C@@H](CN(C)C)[C@@H](C)CN([C@@H](C)CO)C(=O)c2cc(NS(=O)(=O)c3cccs3)ccc2O1,-1.3,-2,22,1
CCCNC(=O)c1cc2c(c(-c3cccc(-c4cc5ccccc5o4)c3)n1)[C@H](CCO)N(C(=O)NC(C)C)C2,-21,3,nt,-93*
C[C@@H]1CCCCO[C@@H](CN(C)S(=O)(=O)c2cccs2)[C@H](C)CN([C@@H](C)CO)C(=O)c2cc(N(C)C)ccc2O1,2.7,-1,33,nt
C[C@H]1CN([C@@H](C)CO)C(=O)Cc2cc(NC(=O)Nc3ccc(C(F)(F)F)cc3)ccc2O[C@H]1CN(C)C(=O)Nc1ccccc1,-2.1,12,27,1
O=C(C[C@@H]1C[C@@H]2c3cc(NS(=O)(=O)c4ccc(F)cc4)ccc3O[C@@H]2[C@@H](CO)O1)N1CCOCC1,0.0,-6,-8,-14
CN1[C@@H]2c3ccc(-c4ccncc4)c(=O)n3C[C@H]1[C@H](CO)[C@H]2C(=O)N1CCC(Cc2ccccc2)CC1,-3.3,-2,-98,nt
COc1ccc(NC(=O)N(C)C[C@@H]2Oc3ccc(NC(=O)c4ccncc4)cc3C(=O)N([C@@H](C)CO)C[C@@H]2C)cc1,-0.8,-2,19,-8
C[C@@H]1CN([C@@H](C)CO)S(=O)(=O)c2ccc(Br)cc2O[C@@H]1CN(C)C(=O)CC1CC1,0.2,-1,-15,8
CCCN1[C@@H]2Cn3c(ccc(-c4ccc(F)cc4)c3=O)[C@H]1[C@@H](C(=O)NCCOC)[C@@H]2CO,-1.4,10,-13,nt
C[C@@H]1CN([C@@H](C)CO)C(=O)c2cc(NC(=O)CCCN(C)C)ccc2O[C@@H](C)CCCCO[C@@H]1CN(C)S(C)(=O)=O,1.8,-1,62,38
C[C@H]1CN([C@@H](C)CO)S(=O)(=O)c2ccc(C3=CCCC3)cc2O[C@@H]1CN(C)Cc1ccccc1,-0.7,11,100*,-27
CN(C)CCCNC(=O)C[C@H]1CC[C@@H]2[C@H](COc3ccc(NC(=O)c4ccccc4F)cc3C(=O)N2C)O1,2.4,-5,9,19
CC(C)NC(=O)Nc1ccc2c(c1)C(=O)N([C@H](C)CO)C[C@@H](C)[C@H](CN(C)Cc1ccc3c(c1)OCO3)O2,0.0,2&0,nt,-7
C[C@@H]1CN([C@H](C)CO)C(=O)c2cc(Br)cnc2O[C@@H]1CN(C)Cc1ccc2c(c1)OCO2,1.5,2,-34,-20

# Shown with values under each structure: entries from further up.
# Values run as follows: GASC1 inh | C diff growth | T cruzi growth | Pf Dd2 growth
- COc1ccc(NC(=O)N(C)C[C@@H]2Oc3ccc(NC(=O)c4ccncc4)cc3C(=O)N([C@@H](C)CO)C[C@@H]2C)cc1
  -0.8 | -2 | 19 | -8
- C[C@@H]1CN([C@H](C)CO)C(=O)c2cc(Br)cnc2O[C@@H]1CN(C)Cc1ccc2c(c1)OCO2
  1.5 | 2 | -34 | -20

# Next part
structure,GASC1 inh,C diff growth,T cruzi growth,Pf Dd2 growth
COC(=O)C[C@@H]1C[C@H]2c3cc(NC(=O)Nc4ccc(OC)cc4)ccc3O[C@H]2[C@@H](CO)O1,1.6,2,-3,7
O=C(C[C@@H]1C=C[C@H](NC(=O)Nc2ccccc2)[C@H](CO)O1)NCc1ccccn1,-0.6,nt,35,-10
O=C(N[C@H]1CC[C@H](CCNS(=O)(=O)c2ccccc2)O[C@@H]1CO)c1cccc(F)c1,1.1,4,-32,-9
C[C@@H]1CN([C@@H](C)CO)S(=O)(=O)c2ccc(C#CC(C)(C)O)cc2O[C@H]1CN(C)CC1CC1,3.8,2,-24,-48
CNC[C@H]1Oc2ccc(NC(=O)CCCN(C)C)cc2C(=O)N([C@H](C)CO)C[C@@H]1C,1.3,3,12,21
